CCR6 antagonist – CCR6 receptor antagonists, primary screen, cell-based, CHO-K1, luminescence, beta-arrestin, uHTS; C-C chemokine receptor type 6 (Homo sapiens), P51684; CHO-K1 CCR6 PathHunter beta-arrestin, CCL20-stimulated; AID 493098, 2011; inhibition, % at 20 µM; hit rate 0.49% among 340,000;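 active means compounds whose inhibition of the agonist-driven luminescence signal at 20 µM reaches about 50%, limit read from the data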;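 further: cells stimulated with CCL20 at 14 nM final; plate controls were DMSO with CCL20 for no effect and DMSO without agonist for full effect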
Target sequence (P51684 whole entry, looked up): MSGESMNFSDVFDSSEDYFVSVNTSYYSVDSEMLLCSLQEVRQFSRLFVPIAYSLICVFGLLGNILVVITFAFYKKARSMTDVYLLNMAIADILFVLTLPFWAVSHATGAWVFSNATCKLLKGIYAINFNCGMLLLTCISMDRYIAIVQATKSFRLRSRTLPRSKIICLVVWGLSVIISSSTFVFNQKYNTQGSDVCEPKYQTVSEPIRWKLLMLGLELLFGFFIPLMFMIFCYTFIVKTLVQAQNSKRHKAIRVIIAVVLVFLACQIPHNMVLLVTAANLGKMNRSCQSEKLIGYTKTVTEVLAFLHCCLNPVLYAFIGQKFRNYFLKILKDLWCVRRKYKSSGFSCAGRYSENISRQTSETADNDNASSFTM
697 NFkB inh – inhibitors of PMA/ionomycin-induced NF-kB reporter, 697 cells, primary screen, B-cell NF-kB inhibitor project, cell-based, luminescence, uHTS; 697 B-cell NF-kB luciferase reporter, 16 h; hit rate 0.33% among 330,000; inhibition, % at 4 µM; in the data active means inhibition above about 35%
Gli-Sufu antag – Gli-Sufu pathway antagonists, primary screen, luciferase luminescence, Sufu-KO-LIGHT cells, uHTS | Sufu-KO-LIGHT fibroblasts, Gli luciferase reporter luminescence | AID 588413, 2011 | inhibition, % at 5 µM | hit rate 0.74% among 340,000;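 active means inhibition above about 55%, limit read from the data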;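 further: 0% = DMSO-treated cells and 100% = wells with medium but no cells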
Jurkat NFkB inh – inhibitors of induced NF-kB luciferase reporter, primary screen, TCR NF-kB activation inhibitor project, cell-based, luminescence, uHTS. Jurkat, PMA/ionomycin-induced NF-kB luciferase reporter. hit rate 0.53% among 330,000. inhibition, % at 4 µM; in the data active means inhibition above about 50%
UPR XBP1 act – activators of adaptive XBP1 UPR arm, primary screen, cell-based, CHO-XBP1 luciferase reporter, luminescence, uHTS. IRE1-XBP1 UPR activation; percent of tunicamycin response, DMSO as zero. activation, % at 20 µM. hit rate 0.33% among 330,000;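 active means versus positive control, 20 µM dose yields 30% or more activation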;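 further: 100% = tunicamycin at 10 µg/mL and 0% = DMSO only wells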
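assay system = CHO-XBP1 luciferase reporter cells | amount = 1000 cells/well | buffer or medium = F12 plus 10% FBS | compound dosing = single point, 20 µM final compound, 1% DMSO | incubation = 16-18 h cell attachment at 37 °C, then 6 h compound exposure | detection = Steady-Glo luminescence read | controls = tunicamycin 10 µg/mL and vehicle-only wells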
CXCR6 inh – CXCR6 receptor inhibitors, primary screen, cell-based, beta-arrestin, luminescence, CHO-K1 PathHunter, 1536-well; hit rate 0.36% among 360,000; AID 602244, 2012; inhibition, % at 20 µM; C-X-C chemokine receptor type 6 (Homo sapiens), O00574; in the data active means inhibition above about 34%, passing the limit was not always enough;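 further: antagonist mode with CXCL16 agonist at 10 nM final; 0% = 10 nM CXCL16 with DMSO and 100% = unstimulated wells without agonist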
Target sequence (O00574 whole entry, looked up): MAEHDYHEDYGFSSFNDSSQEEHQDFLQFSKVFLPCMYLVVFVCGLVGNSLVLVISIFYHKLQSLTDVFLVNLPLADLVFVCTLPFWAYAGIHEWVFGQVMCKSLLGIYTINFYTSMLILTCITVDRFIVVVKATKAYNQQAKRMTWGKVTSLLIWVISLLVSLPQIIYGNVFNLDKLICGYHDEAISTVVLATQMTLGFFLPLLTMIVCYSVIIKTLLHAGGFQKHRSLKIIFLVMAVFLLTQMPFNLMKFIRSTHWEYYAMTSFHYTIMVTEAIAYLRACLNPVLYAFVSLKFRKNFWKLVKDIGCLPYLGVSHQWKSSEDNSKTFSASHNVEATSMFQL
Mdm2-MdmX inh – inhibitors of human Mdm2-MdmX association, primary screen, cell-based, luminescence, split luciferase, SaOS-2, uHTS; hit rate 3% among 330,000; inhibition, % at 8 µM; SaOS-2 split-luciferase Mdm2/MdmX complementation; AID 485346, 2010;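 active means inhibition of at least 50% at 8 µM in the primary screen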
EBI2 antag – EBI2 receptor antagonists, beta-arrestin recruitment, primary screen, cell-based, luminescence, 7a,25-OHC stimulation, uHTS. G-protein coupled receptor 183 (Homo sapiens), P32249. 7a,25-OHC stimulated. inhibition, % at 5 µM. hit rate 0.81% among 360,000. AID 651636, 2012; in the data active means inhibition above about 38%;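 further: enzyme fragment complementation signal reports receptor beta-arrestin coupling in cells; 0% = agonist plus DMSO wells and 100% = wells without agonist; some results beyond the cut were filed as inactive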
Target sequence (P32249 whole entry, looked up, the tested form may be a part): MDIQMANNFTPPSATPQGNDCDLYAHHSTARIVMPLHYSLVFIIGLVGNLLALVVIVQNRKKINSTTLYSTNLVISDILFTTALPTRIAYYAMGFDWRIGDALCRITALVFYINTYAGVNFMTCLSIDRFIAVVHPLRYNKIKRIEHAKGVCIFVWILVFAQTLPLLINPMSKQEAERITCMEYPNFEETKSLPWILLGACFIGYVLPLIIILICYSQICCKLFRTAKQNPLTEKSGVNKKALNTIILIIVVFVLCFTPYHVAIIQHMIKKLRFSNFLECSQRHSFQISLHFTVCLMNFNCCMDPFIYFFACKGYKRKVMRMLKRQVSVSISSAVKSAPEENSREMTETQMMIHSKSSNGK
CHOP UPR activ – activators of apoptotic CHOP UPR arm, primary screen, cell-based, CHO-CHOP luciferase reporter, luminescence, uHTS | UPR activation; percent of tunicamycin response over DMSO baseline | hit rate 0.34% among 330,000 | activation, % at 10 µM;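 active means at 10 µM dose, activation of 40% or more, normalized to positive control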;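 further: 100% = tunicamycin at 10 µg/mL and 0% = DMSO alone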
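assay system = CHO CHOP reporter cells | amount = 500 CHO-CHOP cells per well | buffer or medium = F12 with 10% FBS | incubation = 16-18 h cell attachment, then 6 h compound exposure, 37 °C | detection = luminescence read with Steady-Glo | read-out = percent activation relative to tunicamycin control | controls = tunicamycin high control, DMSO low control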
* = called active by the depositor; nt = no result given.

canonical_smiles	CXCR6 inh	Mdm2-MdmX inh	CCR6 antagonist	EBI2 antag	Jurkat NFkB inh	697 NFkB inh	CHOP UPR activ	UPR XBP1 act	Gli-Sufu antag
Cc1ccc2nc(N3C(=O)C(O)=C(C(=O)c4ccco4)C3c3ccc(C)o3)sc2c1 (configuration not stated)	7	-18	12	19	-25	-61	3.5	-1	-10
CC(=O)OCC1=C(C(=O)O)N2C(=O)C(NC(=O)c3ccc(COc4ccc(Cl)cc4)o3)C2SC1 (configuration not stated)	5	11	5	1	7	5	0.7	0	51
N#Cc1ccccc1Sc1ccccc1N	-4	-9	2	2	15	8	-1.1	0	3
CC(C)(C)[C@H]1C=C(C(=O)N2CCOCC2)O[C@@H](OCc2ccc(CO)cc2)C1	-2	9	-7	-4	-3	16	0.7	-1	2
C=C1CCN([C@@H](CC(C)C)C(=O)NCc2ccco2)S(=O)(=O)c2ccccc21	6	-11	7	-8	10	4	1.1	0	-4
C[C@@H]1CN([C@@H](C)CO)C(=O)Cc2cc(NS(=O)(=O)c3cn(C)cn3)ccc2O[C@@H]1CN(C)C(=O)Nc1ccccc1	-8	17	-1	-7	4	6	0.6	-2	10
COc1ccc(S(=O)(=O)NCC(c2cccnc2)N2CCN(c3ccccc3OC)CC2)cc1C (configuration not stated)	9	nt	-12	4	nt	nt	nt	nt	4
CN(c1cccc(NC(=O)CN(c2cccc(Cl)c2)S(=O)(=O)c2ccc(Cl)cc2)c1)S(C)(=O)=O	-10	15	24	0	-2	-14	1.0	-2	-6
CN1C(c2ccc(F)cc2)=CS/C1=C(/C#N)c1nnc2n1-c1ccccc1SC2	-3	nt	20	10	nt	nt	nt	nt	-4
COc1ccc(O)c(/C=N/NC(=S)NCCc2ccccc2)c1	0	16	2	11	-7	0	0.4	-1	36
O=C(NCCc1cccs1)C1CC(c2ccccc2F)=NO1 (configuration not stated)	-8	-33	-10	5	-24	-23	1.3	0	1
COc1ccc(OC)c(S(=O)(=O)NCCc2csc(-c3cccnc3)n2)c1	7	11	-18	-4	-4	4	1.6	2	1
COCCN(C(=O)c1ccco1)c1nnc(-c2ccc(F)cc2)s1	5	-22	3	-1	-28	-46	2.5	4	-65
Cc1ccccc1NC(=O)CSc1nnc2ccc(-c3ccccn3)nn12	2	17	13	-1	-9	19	-1.6	1	-13
Cc1cccc(OCC(=O)Nc2ccc3c(C)cc(=O)oc3c2)c1	5	16	2	4	-11	-4	-0.3	0	-4
COc1ccc(OCc2nnc(SCc3ccc(C(=O)O)cc3)o2)cc1	9	7	2	7	-6	-4	-1.0	-3	-2
CC(=O)Nc1cccc(C(=O)/C=C/c2ccco2)c1	-3	22	10	-7	-2	-7	2.1	6	30
Cc1c(C(=O)Nc2c(F)cccc2F)sc2ncnc(N3CCN(c4ccccc4)CC3)c12	3	30	2	19	-1	6	-2.5	4	19
O=c1c2ccccc2[nH]c(=S)n1CCCN1CCN(C2CCCCC2)CC1	2	21	10	0	-7	-2	1.0	1	19
Cc1cc(C)cc(NC(=O)C2CCN(S(=O)(=O)c3ccc4c(c3)NC(=O)C(C)S4)CC2)c1 (configuration not stated)	-8	47	13	5	17	-1	-0.5	-9	5
CCOc1ccc(CCNC(=O)CSCC(=O)Nc2cccc(C)c2)cc1OCC	2	-3	1	-7	7	-11	3.6	-4	0
COc1cc(C(=O)N/C(=C\c2cn(C)c3ccccc23)C(=O)NCCCO)cc(OC)c1OC	2	27	1	-7	5	14	-0.1	-2	1
CC(C)OC(=O)c1c(NC(=O)C2CC=CCC2C(=O)O)sc2c1CCCCC2 (configuration not stated)	-2	23	10	11	12	4	0.7	-3	-2
Cc1ccc(NC(=O)[C@H](NC(=O)[C@@H]2Cc3ccccc3CN2)c2ccccc2)cc1	13	9	0	-1	-7	-22	0.6	1	-20
Cc1ccc(CNC(=O)c2ccc(CNS(=O)(=O)c3ccc4c(c3)C(C)(C)C(=O)N4C)cc2)o1	3	-11	0	9	-1	12	-0.1	-1	5
O=C(N/N=C/c1c[nH]c2ccccc12)c1ccccc1O	4	1	11	-12	-16	-17	5.5	-1	3
CCC(=O)NC(c1ccc(Cl)cc1Cl)c1ccc2cccnc2c1O (configuration not stated)	7	78*	40	-11	37	-99	0.8	3	89*
O=C(NCC(=O)N1CCN(C(=O)c2ccco2)CC1)c1ccccc1	4	-15	14	0	6	7	0.0	0	-2
COc1ccc(Oc2cccc(Cl)c2CNC(=O)CC(C)(C)CC(=O)O)cc1	1	-27	8	7	0	4	1.2	0	5
COc1ccc(C)cc1NC(=O)CCNC(=O)Cn1ccc2ccccc2c1=O	1	1	-6	-4	25	12	2.3	-1	-5
COCCNc1nc(Cl)c(C#N)s1	0	-25	4	2	5	-7	-1.1	1	-5
CC(C)(C)CN1CCC(Oc2cccc(C(=O)N3CCC[C@H]3CO)c2)CC1	4	2	8	-22	1	-16	0.0	-3	45
Cc1ccc(NC(=O)CCN2C(=O)C3CC=CCC3C2=O)cc1Cl (configuration not stated)	3	-11	-6	-10	-6	6	-0.2	6	-8
CCS(=O)(=O)NCCCCc1ccccc1	0	27	-5	-9	-1	-3	0.9	1	1
Cc1nc(-c2ccccc2)sc1C(=O)CSc1ccc(F)cc1	1	9	18	1	-1	-6	-2.1	-1	-5
Cc1cc(=O)oc2cc(NC(=O)C3COc4ccccc4O3)ccc12 (configuration not stated)	-5	19	3	3	-43	8	4.4	0	-2
CN(C)S(=O)(=O)c1ccc(C(=O)OCC2CCCO2)cc1 (configuration not stated)	-23	nt	2	-9	nt	nt	nt	nt	5
Cc1cc(NC(=O)CSc2nnnn2-c2cc(Cl)ccc2C)no1	0	11	19	3	7	11	1.3	-7	27
CCSc1ncccc1-c1nc2ccccc2[nH]1	-8	8	6	-2	-4	9	3.7	1	-9
Cc1ccc(NC(=O)COC(=O)COc2cccc3c2OC(C)(C)C3)c(C)c1	2	-17	3	-3	9	-7	0.7	-5	-5
CN(CC(=O)Nc1ccccc1C(F)(F)F)C(=O)CCc1nc2ccccc2c(=O)[nH]1	-3	12	-3	-8	8	5	6.3	-2	2
O=C(Nc1ccc2ccccc2c1)c1ccc2[nH]c(=O)c(=O)[nH]c2c1	5	21	10	-10	-9	-6	3.8	2	-2
O=C(c1ccc(Br)o1)N(Cc1ccccc1)Cc1ccccc1	3	12	20	13	-1	25	-0.9	1	4
CNc1ccc(C(=O)OCC(=O)NCc2ccc3c(c2)OCO3)cc1[N+](=O)[O-]	-4	46	9	-13	12	20	1.1	5	-5
CCOC(=O)C1CCCN(CC(=O)NC2CC2)C1 (configuration not stated)	0	-3	-12	-4	7	21	-0.9	-3	5
CCOC(=O)C1C(=O)C=C(N2CCOCC2)CC1c1cccc(OC)c1 (configuration not stated)	-3	5	5	-7	-7	-6	-0.7	-3	-1
Cn1nnnc1SCC(=O)Nc1c(Cl)cccc1Cl	-3	-1	5	-2	-9	3	1.3	-1	2
COC(=O)COc1ccc(S(=O)(=O)NCCC2=CCCCC2)cc1	-3	24	-5	2	-13	-13	0.0	-5	1
COc1ccc(OCCNc2cc(N3CCOCC3)ccc2[N+](=O)[O-])cc1	18	10	19	30	-17	-25	0.4	-1	-7
COc1cccc(NC(=O)COC(=O)c2sccc2C)c1	-3	-46	1	-3	-58	7	6.1	2	-2
O=[N+]([O-])c1ccc(OCCn2cncn2)cc1	-10	8	0	8	-9	0	0.7	-1	-4
N#C/C(=C\c1cccc2ccccc12)c1nn(-c2ccccc2)c(N)c1C#N	nt	33	5	nt	5	-11	2.2	6	-17
CSc1nnc(CNS(=O)(=O)c2ccc(Br)cc2)n1C	3	25	0	-6	12	5	-0.1	-2	3
Cc1cc(=O)[nH]c(SCC(=O)Nc2ccc(C(=O)O)cc2)n1	2	5	-4	-2	17	10	-1.2	-2	0
COCCCNC(=O)CCSc1ccc(Cl)cc1	-9	11	-1	3	8	14	1.9	2	0
NC(=O)C1CCCc2c1n(Cc1ccccc1)c1ccccc21 (configuration not stated)	4	-13	17	-1	1	15	1.1	-3	1
COc1ccc(/C=N/NC(=O)c2cc(-c3ccccc3OC)nc3ccccc23)cc1COC(C)=O	2	16	8	9	0	5	0.0	-3	-7
COc1ccc(S(=O)(=O)N(C)CC(=O)Nc2ccccc2SC)cc1	-2	13	7	-3	-3	3	0.3	-2	3
CN1C(=O)C(=O)/C(=C(/O)c2ccc(Br)cc2)C1c1ccccc1F (configuration not stated)	-4	4	1	11	-2	13	0.9	-5	6
Cc1cc(C)cc(-n2ncc3c2CCCC3NC(=O)c2cc(C)n(C)n2)c1 (configuration not stated)	-1	15	16	2	-16	-13	-0.9	-2	-32

Sorted by value in Mdm2-MdmX inh (descending): some entries from above.
| compound | CXCR6 inh | Mdm2-MdmX inh | CCR6 antagonist | EBI2 antag | Jurkat NFkB inh | 697 NFkB inh | UPR XBP1 act |
| --- | --- | --- | --- | --- | --- | --- | --- |
| O=C(Nc1ccc2ccccc2c1)c1ccc2[nH]c(=O)c(=O)[nH]c2c1 | 5 | 21 | 10 | -10 | -9 | -6 | 2 |
| Cn1nnnc1SCC(=O)Nc1c(Cl)cccc1Cl | -3 | -1 | 5 | -2 | -9 | 3 | -1 |
| CCOC(=O)C1CCCN(CC(=O)NC2CC2)C1 (configuration not stated) | 0 | -3 | -12 | -4 | 7 | 21 | -3 |

Additional structures follow:
canonical_smiles	CXCR6 inh	Mdm2-MdmX inh	CCR6 antagonist	EBI2 antag	Jurkat NFkB inh	697 NFkB inh	CHOP UPR activ	UPR XBP1 act	Gli-Sufu antag
C[C@H](NC(=O)OC(C)(C)C)C(=O)N/N=C/c1cccc2nccnc12	-3	10	-7	3	16	2	2.9	-2	-1
COc1ccc(OC)c(S(=O)(=O)N2CCN(c3c(C)cccc3C)CC2)c1	0	11	20	2	2	14	-0.2	-1	-1
O=C(CCc1nc2ccccc2c(=O)[nH]1)NNC(=O)COc1ccccc1Cl	-2	8	2	-4	2	6	2.0	-4	-4
CCc1cc(C(=O)NNC(=O)c2csc(N3CCOCC3)n2)sc1C	-12	3	-7	-21	3	5	0.1	-2	-6
O=S(=O)(c1ccc2nnn(O)c2c1)N1CCCCC1	-1	1	-3	4	-8	11	0.6	-2	5
CCOC(=O)c1c(NC(=O)CSc2nnc(-c3c[nH]c4ccccc34)n2C)sc2c1CCCC2	10	61*	13	2	14	-23	-0.5	0	3
CC(=O)Nc1ccc(NC(=O)COC(=O)c2ccco2)cc1	4	3	-1	3	6	12	1.2	0	-3
COc1cccc(CN(C(=O)COc2ccc(Cl)cc2)C2CCS(=O)(=O)C2)c1 (configuration not stated)	0	6	6	3	-3	5	-0.6	-5	15
Cc1cc(NC(=O)c2cccc(N3C(=O)CCC3=O)c2)no1	-4	-7	-18	2	-7	-31	-0.7	1	99*

Screens from PubChem BioAssay.
